# OX1R FRET antag: OX1R (human) antagonism. O43613. OX1R-expressing cells, FRET antagonist read-out. inhibition, % at 6.6 µM. hit rate 1.8% among 330,000. AID 485270; in the data active = inhibition mostly above about 38%, no sharp cut-off; inactive = mostly below about 40%;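 also: 0% = agonist challenge alone and 100% = reference antagonist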
# Target sequence (O43613 whole entry, looked up): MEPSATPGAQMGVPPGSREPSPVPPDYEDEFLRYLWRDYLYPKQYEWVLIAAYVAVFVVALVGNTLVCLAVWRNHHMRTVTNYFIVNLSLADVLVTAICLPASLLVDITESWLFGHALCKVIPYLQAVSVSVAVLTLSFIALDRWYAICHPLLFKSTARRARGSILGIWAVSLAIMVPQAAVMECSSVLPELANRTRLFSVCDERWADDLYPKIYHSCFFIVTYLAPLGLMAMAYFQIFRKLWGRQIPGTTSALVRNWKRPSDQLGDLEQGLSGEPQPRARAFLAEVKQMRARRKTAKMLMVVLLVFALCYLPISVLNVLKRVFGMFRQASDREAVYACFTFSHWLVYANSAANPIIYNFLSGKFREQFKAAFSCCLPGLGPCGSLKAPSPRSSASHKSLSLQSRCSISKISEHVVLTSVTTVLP
# STK33 inh: inhibitors of human STK33 kinase. hit rate 0.073% among 320,000. Q9BYT3. purified STK33, MBP phosphorylation, ADP-Glo luminescence. inhibition, % at 10 µM;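 active = inhibition at or above 25%, using the most active replicate where run in duplicate; inactive = inhibition below 25%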
# Target sequence (Q9BYT3 whole entry, looked up): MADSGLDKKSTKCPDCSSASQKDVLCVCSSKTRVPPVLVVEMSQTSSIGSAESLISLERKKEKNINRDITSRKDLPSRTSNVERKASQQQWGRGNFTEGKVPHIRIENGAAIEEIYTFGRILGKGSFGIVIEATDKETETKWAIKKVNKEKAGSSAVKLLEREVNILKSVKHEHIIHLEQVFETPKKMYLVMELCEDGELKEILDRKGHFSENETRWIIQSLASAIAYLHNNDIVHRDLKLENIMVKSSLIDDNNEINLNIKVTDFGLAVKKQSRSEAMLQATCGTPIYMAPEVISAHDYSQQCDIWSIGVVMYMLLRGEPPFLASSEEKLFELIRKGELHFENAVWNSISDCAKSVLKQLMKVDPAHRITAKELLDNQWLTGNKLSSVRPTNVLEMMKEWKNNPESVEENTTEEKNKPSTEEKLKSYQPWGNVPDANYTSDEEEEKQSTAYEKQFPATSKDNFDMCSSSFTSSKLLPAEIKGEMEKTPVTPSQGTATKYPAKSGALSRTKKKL
# * hit, by the source's call; . = no result given.
SMILES,OX1R FRET antag,STK33 inh
COc1ccc(OC)c(NC(=S)NCCN2CCOCC2)c1,17,-1.2
CCc1ccc(C2CC(=O)N3CN(c4ccccc4)CSC3=C2C#N)cc1 (configuration not stated),4,-0.6
CCOC(=O)N1CCN(C(=O)CSc2ccc(C(F)(F)F)cc2[N+](=O)[O-])CC1,59,-0.7
Cc1cc(O)cc2c1C(=O)/C(=C/c1ccco1)O2,-3,-0.4
Cc1ccc2c(C)c(C(=O)NCc3ccc(S(N)(=O)=O)cc3)oc2c1,22,-0.9
Cc1cccc(NCC(=O)N/N=C\c2cccn2C)c1,5,-1.6
C=CCN1C(=O)/C(=C\c2ccc(Cl)cc2)N=C1SCC(=O)NC1CCCCC1,8,0.4
CN(CC(=O)Nc1ccc(F)c(F)c1F)C(=O)C1CSC2(C)CCC(=O)N12 (configuration not stated),0,-0.6
Cc1nn(Cc2ccc(Cl)cc2)c(C)c1NC(=O)c1cc(-c2ccco2)on1,16,0.4
COc1ccc(N(CC(=O)NCc2cccs2)S(=O)(=O)c2ccc(F)cc2)cc1,5,-1.4

# Single records (already shown). Screens in order: OX1R FRET antag | STK33 inh
# Listed for Cc1ccc2c(C)c(C(=O)NCc3ccc(S(N)(=O)=O)cc3)oc2c1 → 22 | -0.9
# Listed for Cc1cccc(NCC(=O)N/N=C\c2cccn2C)c1 → 5 | -1.6

# Later entries
SMILES,OX1R FRET antag,STK33 inh
CN(CC(=O)Nc1ccccc1C(F)(F)F)C(=O)CCc1nc2ccccc2c(=O)[nH]1,6,0.5
CC(C)(C)c1cc(S(=O)(=O)CCc2ccccn2)cc(C(C)(C)C)c1F,18,-0.3
CCOC(=O)c1ccc(N2C(=O)CC(N3CCN(C(=O)c4ccccc4)CC3)C2=O)cc1 (configuration not stated),7,0.8
CC[C@@]1(C(=O)OC)N[C@H](CN(C)C(=O)COC)[C@@H]2C(=O)N(C)C(=O)[C@@H]21,2,.
O=C(CCC1CCCCC1)NCc1ccncc1,10,-1.2
O=C(Cc1ccc(F)cc1)NCC1CCCO1 (configuration not stated),6,-1.3
COCc1ccc(CN2CCC(n3nccc3NC(=O)CCOc3ccccc3)CC2)o1,-2,-1.0
COc1cc(/C=N\NC(=O)c2cccnc2)ccc1OC(=O)c1ccccc1Cl,18,-1.8
O=C(CN1C(=O)NC2(CCc3ccccc32)C1=O)c1ccccc1 (configuration not stated),7,0.3
O=C(O)C1CCN(C(=O)c2ccc3c(c2)OCO3)CC1,-2,-0.7
C/C(=N\NC(=O)C(N)=O)c1cccc([N+](=O)[O-])c1,18,-0.4
CC(C)(C)NC(=O)C(c1ccncc1)N(Cc1ccco1)C(=O)c1ccc(-c2ccccc2)[nH]1 (configuration not stated),26,0.7
O=C(NCc1ccco1)c1ccc(NS(=O)(=O)c2cccc(F)c2)cc1,-2,-3.0
COc1ccc(C2N(C(=O)c3ccccc3)CCN2C(=O)c2ccccc2)cc1,8,-1.5
O=C(Cn1cc2c(n1)CCCCC2)Nc1ccccc1Cl,5,1.3
COc1ccc(C(=O)NC(=S)Nc2ccccc2N2CCOCC2)cc1[N+](=O)[O-],8,-0.3
CC1CCCCN1C(=O)NC12CC3CC(CC(C3)C1)C2 (configuration not stated),5,-1.1
COc1cccc(OC)c1C(=O)NC(C)c1ccccc1 (configuration not stated),16,3.3
Cn1c(=O)c([N+](=O)[O-])c(-n2ccnc2)c2ccccc21,3,-0.3
Cc1[nH]c2ccccc2c1/C=N/Nc1ccc([N+](=O)[O-])cc1,17,-0.1
COC(=O)c1ccc(OCCOCCOc2cccc3ccc(C)nc23)cc1,29,-0.6
CN(c1ccc(C(=O)NCCSCc2ccc(Cl)cc2)cc1)S(=O)(=O)c1ccccc1,22,1.1
Cc1ccnc(NS(=O)(=O)c2ccc(NC(=O)C34CC5CC(C)(CC(C)(C5)C3)C4)cc2)n1,12,-0.7
CCOC(=O)c1nnn(CC(=O)Nc2cc(F)ccc2F)c1C(=O)OCC,6,-0.8
Cc1ccccc1NC(=O)CSc1nnnn1C,8,-0.6
CCOC(=O)CC(NS(=O)(=O)c1ccc2[nH]c(=O)sc2c1)c1ccc(C)cc1 (configuration not stated),12,0.6
COc1cc(C(=O)NCC(=O)OCCN2C(=O)c3ccccc3C2=O)cc(OC)c1OC,42,-1.4
Cc1ccc(C(=O)NC(=S)Nc2cccc(NC(=O)c3ccccc3)c2)cc1[N+](=O)[O-],19,-1.1
CC(C)OCCCNC(=O)c1cc(Sc2ccc(F)cc2)nc2ccccc12,23,-0.9
O=C(NC1CCC(NC(=O)C(F)(F)C(F)F)CC1)C(F)(F)C(F)F (configuration not stated),11,-0.1
CC(=O)C1C(c2ccncc2)NC(=O)NC1(O)C(F)(F)F (configuration not stated),-5,-0.9
Cc1cc(C(=O)O)ccc1-c1ccc(/C=C2\SC(=O)N(CC(=O)Nc3ccc4c(c3)OCO4)C2=O)o1,.,-0.5
CC(=O)c1c(C)[nH]c(C(=O)CSc2ncnc3sc(-c4ccccc4)cc23)c1C,9,-1.1
c1cnn(Cc2cnc(N3CCOCC3)s2)c1,1,.
CCSc1sc(CC)cc1C=O,1,-1.8
Cn1nc(C(C)(C)C)c([N+](=O)[O-])c1C(=O)NC1CCCCC1,4,0.6
CCCCn1c(N)c(N(CC(C)C)C(=O)CSCc2cccc(C)c2)c(=O)[nH]c1=O,24,-2.4
NC(=O)COC(=O)CSc1ccc2ccccc2c1,16,0.1
O=C(N[C@@H]1CCC(=O)N(CC[C@H](Sc2ccccc2)c2ccccc2)CC1)OCc1ccccc1,11,-0.3
Cc1csc(NC(=O)CSc2ccc(-c3ccccc3)nn2)n1,8,-0.4
O=C(Nc1ccccc1)NN(C(=O)CCl)c1ccccc1,7,0.2
Cn1c(Oc2ccc(F)cc2F)c(C=O)c2ccccc21,15,0.8
CCOc1ccc(CCNC(=O)Cc2ccc(NC3=NC4CS(=O)(=O)CC4S3)cc2)cc1OCC (configuration not stated),-9,-0.1
CC1CCCCN1CCCNc1ccc(C(CC(N)=O)NC(=O)Cc2cccc3ccccc23)cc1[N+](=O)[O-] (configuration not stated),34,0.2
COc1ccc(-n2c(C)cc3cc(OC(C)=O)ccc32)cc1,4,-0.2
CC(C)(C)C(=O)Nc1ccccc1C(=O)NCc1cccnc1,11,0.0
Cc1ccc(NC(=O)c2snc3ccc(Cl)cc23)cc1C,26,0.2
O=C(COC(=O)c1ccccc1SCC(=O)N1CCCC1)Nc1ccc(OC(F)F)cc1,31,-0.4
Cn1cccc1CC(=O)NNC(=O)Nc1ccc(F)cc1,11,3.5
Cc1ccc(C)c(OCC(=O)NCCN(C)C)c1,14,-0.4

# New compounds follow.
SMILES,OX1R FRET antag,STK33 inh
COc1ccc(C(C(=O)NC(C)(C)C)N(C(=O)CNC(=O)c2cccs2)c2ccc(C)cc2)cc1OC (configuration not stated),12,0.1
Cc1ccc(OCc2nnc(SCC(=O)O)n2-c2ccccc2)cc1,10,1.4
Cc1nc(SCC(=O)NC(=O)NC(C)(C)C)nc(C)c1C,10,-0.3
COc1ccc(NC(=O)CCSc2ccc(C)cc2)cc1S(=O)(=O)Nc1ccccc1Cl,20,-2.7
O=C(Cc1ccccc1F)Nc1cc(S(=O)(=O)N2CCOCC2)ccc1N1CCOCC1,-1,0.4
CS(=O)(=O)N(CCc1ccccc1)CC(=O)N1CCN(c2ccc(F)cc2)CC1,25,-2.2
Cc1noc(C)c1C(=O)OC(C)C(=O)Nc1ccc(C(N)=O)cc1 (configuration not stated),5,-1.0
Nc1c(Cl)cc(-c2cn(CCC(=O)O)c(-c3ccc(Cl)nc3)n2)cc1Cl,13,-1.1
O=C(Nc1ccccc1F)C1CCCN(S(=O)(=O)c2ccccc2)C1 (configuration not stated),33,-1.6
COc1cccc(-c2nc3sc4c(c3c(=O)[nH]2)CCCCC4)c1,11,.
O=[N+]([O-])c1cccc(S(=O)(=O)N/N=C/c2ccc(O)cc2)c1,34,0.8
CC(c1ccccc1)N1CC(C(=O)Nc2nccs2)CC1=O (configuration not stated),14,0.9
CC(C)(C)C(=O)Nc1ccc(N2CCN(c3ccc(C(F)(F)F)cn3)CC2)nc1,10,-1.2
Cc1c(NC(=O)NCc2ccccc2)c(=O)n(-c2ccccc2)n1C,12,-1.4
CC1=NN(C(=O)c2c(Br)cnn2C)C(O)(C(F)(F)F)C1 (configuration not stated),22,0.0
COc1ccc(CNc2nc3c(c(=O)n(Cc4ccc(F)cc4)c(=O)n3C)n2C)cc1,10,0.6
O=C(N[C@H]1CC1c1ccccc1)c1ccc([N+](=O)[O-])cc1 (some centres not stated),15,-0.8
O=C(NC1CCCCC1)N1CCN(c2ccccc2Cl)CC1,4,-2.1
Cc1ccc(NC2CCCN(C(=O)CN3C(=O)CSC3=O)C2)cc1C (configuration not stated),8,-0.6
Cc1csc(NC(=O)CSC2=NCCS2)n1,23,0.1

# Sorted by value in STK33 inh (highest first): three of the compounds above.
molecule | OX1R FRET antag | STK33 inh
CCOC(=O)c1ccc(N2C(=O)CC(N3CCN(C(=O)c4ccccc4)CC3)C2=O)cc1 (configuration not stated) | 7 | 0.8
O=C(Nc1ccccc1)NN(C(=O)CCl)c1ccccc1 | 7 | 0.2
COc1ccc(-n2c(C)cc3cc(OC(C)=O)ccc32)cc1 | 4 | -0.2

# Further compounds
SMILES,OX1R FRET antag,STK33 inh
Cn1ccnc1C(O)c1cc(C(C)(C)C)c(O)c(C(C)(C)C)c1 (configuration not stated),1,-0.9
CCCCc1nnc(NC(=O)C2CC(=O)N(Cc3ccccc3)C2)s1 (configuration not stated),7,-1.2
CCOc1ccc(NC(=O)C2CC3CCC2C3)cc1 (configuration not stated),10,6.6
COc1ccccc1NC(=O)CSc1nnnn1C,9,-1.1
CC(Cl)c1cc(-c2ncc(C(F)(F)F)cc2Cl)no1 (configuration not stated),1,-0.5
O=C(CCc1nnc(CCCCc2ccccc2)o1)NCCn1cccn1,4,-1.2
NC(=O)CC(c1ccccc1)c1ccc2c(c1)OCO2 (configuration not stated),.,-0.5
CC(=O)c1ccc(S(=O)(=O)N2CCN(CC(=O)Nc3ccc(Cl)c([N+](=O)[O-])c3)CC2)cc1,5,2.3
CC(=O)Nc1cc(S(=O)(=O)Nc2cccc(C)c2)c(C)cc1C,29,-1.0
COc1cccc(/C=N/NC(=O)CSc2ccccc2C)c1OC,22,-2.6

# Given bar-delimited: part of the list above.
structure | OX1R FRET antag | STK33 inh
CC(Cl)c1cc(-c2ncc(C(F)(F)F)cc2Cl)no1 (configuration not stated) | 1 | -0.5
O=C(CCc1nnc(CCCCc2ccccc2)o1)NCCn1cccn1 | 4 | -1.2
NC(=O)CC(c1ccccc1)c1ccc2c(c1)OCO2 (configuration not stated) | . | -0.5
CC(=O)c1ccc(S(=O)(=O)N2CCN(CC(=O)Nc3ccc(Cl)c([N+](=O)[O-])c3)CC2)cc1 | 5 | 2.3
CC(=O)Nc1cc(S(=O)(=O)Nc2cccc(C)c2)c(C)cc1C | 29 | -1.0

# Copied from the entries so far (five entries):
SMILES,OX1R FRET antag,STK33 inh
Cn1ccnc1C(O)c1cc(C(C)(C)C)c(O)c(C(C)(C)C)c1 (configuration not stated),1,-0.9
CCCCc1nnc(NC(=O)C2CC(=O)N(Cc3ccccc3)C2)s1 (configuration not stated),7,-1.2
CCOc1ccc(NC(=O)C2CC3CCC2C3)cc1 (configuration not stated),10,6.6
COc1ccccc1NC(=O)CSc1nnnn1C,9,-1.1
CC(Cl)c1cc(-c2ncc(C(F)(F)F)cc2Cl)no1 (configuration not stated),1,-0.5

# Further results.
SMILES,OX1R FRET antag,STK33 inh
Cc1cc(Cl)cc2sc(NC(=O)C3CC3)nc12,22,-2.8
CCN(CC)S(=O)(=O)c1ccc(C)c(NC(=O)COc2ccc(Br)cc2Cl)c1,8,0.8
CC1=C(C(=O)OCc2ccccc2)C(c2ccc([N+](=O)[O-])cc2)NC(=O)N1 (configuration not stated),2,-0.7
Cc1ccc(NC(=O)C(Cc2ccccc2)n2cccc2)cc1 (configuration not stated),14,-0.9
O=Cc1cn(CC(=O)Nc2ccc(F)cc2)c2ccccc12,38,-0.3
CN(Cc1c(F)cccc1Cl)c1ccc(S(=O)(=O)N2CCOCC2)cn1,19,-1.4
FC(F)(F)c1cc(C(F)(F)F)c2ccc(N3CCOCC3)nc2n1,1,-1.1
N=c1sccn1CC(=O)NCCc1ccc(Cl)cc1,10,-1.4
CC(=O)Nc1ccc(S(=O)(=O)NCCc2cc3c(C)ccc(C)c3[nH]c2=O)cc1,15,0.1
O=C(COC(=O)c1cccnc1Cl)NC1CCCCCC1,6,0.1
O=C(NCCCn1ccnc1)C(=O)NCC1OCCCN1S(=O)(=O)c1ccc(F)cc1 (configuration not stated),9,-0.8
CC(=O)O[C@H]1CC[C@@]2(C)[C@@H](CC[C@@H]3[C@@H]2CC[C@]2(C)[C@@H](C(C)(C)O)C[C@@H]32)C1,3,-0.1
O=C(CSc1nnc(-c2ccco2)n1-c1ccccc1)NCCc1ccccc1,35,-0.8
N=C1/C(=C\c2ccc(OC(=O)c3ccccc3Cl)cc2)C(=O)N=C2SC(N3CCOCC3)=NN12,7,-0.6
O=C(Cc1ccc(Cl)cc1)NC(=S)Nc1ccccc1N1CCOCC1,12,0.2
Cc1ccc(N2C(=O)C(CN3CCCCC3)C2c2ccccc2)cc1 (configuration not stated),3,-0.7
O=C(Cn1c(NCCO)nc2ccccc21)c1ccccc1,5,-0.2
CC(=O)N(CCc1cccc(C)c1)Cc1cc2cc(C)ccc2[nH]c1=O,2,-1.4
CCN(C(=O)c1ccc(NC(=O)Cc2ccccc2)cc1)c1ccccc1,.,0.5
Cc1cc(C)c(C)c(S(=O)(=O)Nc2ccc(O)cc2)c1C,4,-1.0
O=C(c1ccc(S(=O)(=O)N2CCC(c3nc4ccccc4[nH]3)CC2)cc1)N1CCOCC1,7,-2.5
Cc1nc(NC(C)C(=O)O)c2nc(C)oc2n1 (configuration not stated),12,-1.9
CC(C)Cn1c(SCC(=O)Nc2cc(Cl)c(Cl)cc2Cl)nc(O)cc1=O,9,-1.1
CCn1c(SCc2cc(=O)n3ccsc3n2)nc2ccccc21,22,-0.6
CS(=O)(=O)Nc1nc2n(n1)C(c1ccccc1)C=C(c1ccc(Br)cc1)N2 (configuration not stated),29,0.0
